# Source: PubChem
# proKLK7 act: proKLK7 zymogen activators, primary screen, biochemical, fluorescence intensity; activation, % at 7 µM; 370,000 compounds, 0.9% hits; purified proKLK7, EDANS-DABCYL substrate fluorescence; 100% is mature enzyme control, 0% vehicle; AID 652039, 2013;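 active means activation above the mean of all tested compounds plus 3 SD, computed per campaign excluding outliers beyond control limits, cut at about 13% in these data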
# Target sequence (P49862 whole entry, looked up): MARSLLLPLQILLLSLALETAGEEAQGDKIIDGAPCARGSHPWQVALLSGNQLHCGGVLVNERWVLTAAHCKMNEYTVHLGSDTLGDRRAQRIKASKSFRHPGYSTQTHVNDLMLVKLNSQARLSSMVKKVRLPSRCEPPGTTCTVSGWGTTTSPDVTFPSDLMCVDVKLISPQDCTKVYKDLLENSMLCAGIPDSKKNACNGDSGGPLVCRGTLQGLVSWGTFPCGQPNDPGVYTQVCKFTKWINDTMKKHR
# TCR CD3 inh: inhibitors of human TCR-CD3 interaction, primary screen, biochemical, fluorescence, TAMRA-labeled TCR probe; inhibition, % at 9.4 µM; AID 651800, 2012; 360,000 compounds, 0.37% hits; in the data active means inhibition above about 19%;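 further: recombinant mutant TCR 2C K166C tagged with TAMRA read by polarization; 0% = receptor in buffer alone and 100% = receptor with positive control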
# PRMT1 inh: PRMT1 methyltransferase inhibitors, primary screen, biochemical, fluorescence polarization; Protein arginine N-methyltransferase 1 (Homo sapiens), Q99873; recombinant PRMT1, activity-based probe fluorescence polarization; inhibition, % at 2.79 µM; 370,000 compounds, 1.3% hits;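 active means inhibition above about 21% made by adding two undisclosed values, limit read from the data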
# Target sequence (Q99873 whole entry, looked up): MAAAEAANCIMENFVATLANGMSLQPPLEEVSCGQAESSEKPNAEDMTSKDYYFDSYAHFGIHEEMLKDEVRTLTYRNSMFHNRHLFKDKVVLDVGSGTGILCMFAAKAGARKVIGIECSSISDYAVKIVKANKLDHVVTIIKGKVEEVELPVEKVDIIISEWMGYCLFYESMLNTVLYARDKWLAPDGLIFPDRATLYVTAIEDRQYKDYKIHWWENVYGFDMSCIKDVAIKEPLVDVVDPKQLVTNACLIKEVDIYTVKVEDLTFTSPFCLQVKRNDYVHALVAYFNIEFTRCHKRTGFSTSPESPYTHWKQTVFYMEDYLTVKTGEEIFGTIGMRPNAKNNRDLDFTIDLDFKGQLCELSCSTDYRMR
# DDE Tn6 FP inh: inhibitors of Tn6 peptide binding to fibrin DD(E), primary screen, biochemical, fluorescence polarization, human fibrin, Tn6 probe; Fibrinogen beta chain (Homo sapiens), P02675; Fibrin DD(E) TRITC-Tn6 fluorescence polarization displacement; inhibition, % at 8.3 µM; 370,000 compounds, 0.21% hits; AID 720509, 2013;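 active means inhibition above a per-campaign cutoff: mean of compounds within control limits plus 3 SD, cut at about 15% in these data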;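 further: 0% = median of all compound wells on the plate and 100% = blocking peptide control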
# MBD2 DNA inh: inhibitors of MBD2 binding to methylated DNA, primary screen, biochemical, TR-FRET, DNA-binding domain, human | MBD2 binding to methylated oligonucleotide | 370,000 compounds, 0.31% hits | inhibition, % at 4.4 µM | Methyl-CpG-binding domain protein 2 (Homo sapiens), Q9UBB5; in the data active means inhibition above about 13%
# Target sequence (Q9UBB5 whole entry, looked up, the tested form may be a part): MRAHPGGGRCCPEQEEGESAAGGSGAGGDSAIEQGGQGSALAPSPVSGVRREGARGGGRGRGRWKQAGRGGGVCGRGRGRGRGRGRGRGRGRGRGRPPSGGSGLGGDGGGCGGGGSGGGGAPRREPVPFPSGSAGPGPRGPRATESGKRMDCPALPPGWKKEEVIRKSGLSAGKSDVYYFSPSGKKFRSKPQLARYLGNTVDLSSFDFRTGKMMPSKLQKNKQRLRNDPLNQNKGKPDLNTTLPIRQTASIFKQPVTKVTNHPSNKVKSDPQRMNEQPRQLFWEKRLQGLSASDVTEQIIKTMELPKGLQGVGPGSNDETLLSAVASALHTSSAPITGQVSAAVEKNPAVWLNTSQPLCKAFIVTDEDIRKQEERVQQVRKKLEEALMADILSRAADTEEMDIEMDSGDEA
# SIAE inh: human SIAE inhibitors, primary screen, biochemical, fluorescence polarization, FP-Rh probe, 1536-well HTS; Sialate O-acetylesterase (Homo sapiens), Q9HAT2; SIAE FP-Rh probe binding; inhibition, % at 9.66 µM; 370,000 compounds, 0.69% hits;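 active means inhibition above a cutoff: mean of compounds within the control limits plus 3 SD of those, cut at about 17% in these data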;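 further: 0% = plate median of compound wells and 100% = probe without SIAE protein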
# DDE Tn7 FP inh: inhibitors of Tn7 peptide binding to fibrin DD(E), primary screen, biochemical, fluorescence polarization, human fibrin, Tn7 probe; Fibrinogen beta chain (Homo sapiens), P02675; FP displacement of FITC-Tn7 peptide from fibrin DD(E); 0% = median of compound wells per plate; inhibition, % at 8.3 µM; 370,000 compounds, 0.13% hits;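 active means inhibition above the mean of compounds falling within the control limits plus 3 SD of them, cut at about 14% in these data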;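 further: 0% = plate median of compound wells and 100% = 10 µM Aha-Tn7 peptide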
#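 Assay system: Fibrin-DD(E) protein isolated from polymerized human fibrin clots; read-out basis: percent inhibition; medium: Tris/NaCl/CaCl2 buffer, pH 7.8; signal: FP measurement; incubation: 10 min plus 3 h, room temperature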
# UHRF1 MBD2 ctr: UHRF1 methylated DNA binding inhibitors, primary screen, counter-screen for MBD2 inhibitor project, biochemical, TR-FRET, human UHRF1, single concentration | UHRF1 binding to methylated oligo | inhibition, % at 4.4 µM | 370,000 compounds, 0.75% hits | AID 687016, 2013; in the data active means inhibition above about 21%;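 further: UHRF1 SRA domain binding a hemimethylated CpG hairpin DNA probe; 0% = median of test compound wells and 100% = reference inhibitor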
# TDP2 inh: human TDP2 enzyme inhibitors, primary screen, biochemical, epi absorbance, recombinant enzyme. Tyrosyl-DNA phosphodiesterase 2 (Homo sapiens), O95551. T5PNP hydrolysis, p-nitrophenol absorbance 415 nm. inhibition, % at 12.8 µM. 370,000 compounds, 0.34% hits;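 active means inhibition above the mean of all tested compounds plus 3 SD, set per campaign, cut at about 25% in these data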;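 further: 0% = DMSO with enzyme and 100% = buffer with substrate but no TDP2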
#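 test system = human TDP2 enzyme | input = TDP2 enzyme at 120 nM final | medium = 50 mM Tris-HCl pH 7.5 with Mg2+, KCl, DTT, BSA | also added = T5PNP substrate, 5 mM | times = 2 h at 37 °C | technique = epi absorbance | benchmarks = high control without enzyme, low control DMSO plus TDP2 | replication = each compound tested once, singlicate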
# LEDGF integ inh: blockers of LEDGF/p75-dependent integrase strand transfer – biochemical, TR-FRET, high throughput, primary screen | TR-FRET IN-LEDGF/p75 DNA integration, Eu/Cy5 | 370,000 compounds, 0.64% hits | inhibition, % at 3.7 µM | HIV-1 integrase (with human LEDGF/p75);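 active means inhibition above the screen-wide mean plus 3 SD, cut at about 13% in these data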;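 further: signal is the Cy5 over europium emission ratio at 671 and 618 nm; 0% = plate median of compound wells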
# The depositor's hits bear a star; x = no result given. This is a random part of the collection; overall some 4.6% were active at least once.
mol	proKLK7 act	TCR CD3 inh	PRMT1 inh	DDE Tn6 FP inh	MBD2 DNA inh	SIAE inh	DDE Tn7 FP inh	UHRF1 MBD2 ctr	TDP2 inh	LEDGF integ inh
CC(=O)Nc1ccc(S(=O)(=O)N2CCN(C(=O)c3cccnc3)CC2)cc1	-0.4	-3	0	-1	-6	9	-9	-1	5	-1
Cc1nn(CC(=O)NCc2ccc(OC(C)C)cc2)c(=O)c2cc3occc3n12	0.2	7	-1	-1	-1	-2	3	-2	-4	-4
CCC(C)(C)NC(=O)C(c1cccs1)N(C(=O)c1ccn[nH]1)c1ccccc1 (stereo not given)	0.6	6	-2	0	0	0	4	-2	2	0
Clc1ccc(CSc2nnc(-c3sccc3-n3cccc3)o2)cc1	0.2	-5	5	-11	6	-11	5	3	-7	2
COC(=O)CCC(=O)Nc1sc(C)c(C)c1C(N)=O	0.0	2	6	7	2	2	4	-1	-4	-4
Cc1csc(=O)n1CCC(=O)OCC(=O)c1c(N)n(CC(C)C)c(=O)n(C)c1=O	0.1	10	2	2	-2	0	-8	1	3	1
COc1ccc(-c2csc3ncnc(N4CCN(S(=O)(=O)c5ccc(Cl)s5)CC4)c23)cc1	-4.0	2	1	10	-4	5	1	0	-5	-1
O=C1CC(N2CCN(Cc3ccc(Cl)cc3)CC2)C(=O)N1CCc1ccccc1 (stereo not given)	0.1	-3	6	-1	2	-3	0	3	-1	0
Cn1c(CN2CCCC2)nc2cc(NC(=O)COc3ccc([N+](=O)[O-])cc3)ccc21	-0.7	-1	-5	-6	-4	5	-2	-3	-5	2
O=C(C1CCCN(S(=O)(=O)Cc2ccccc2)C1)N1CCCCC1 (stereo not given)	0.3	5	1	1	3	5	4	0	-6	-3
OCCN1CCN(c2ncnc3sc(-c4ccccc4)cc23)CC1	0.9	4	-1	3	1	-5	5	-15	-7	-6
O=C(Nc1cccc(S(=O)(=O)N2CCCCC2)c1)c1cncc(Br)c1	-0.6	-7	-1	-1	1	-3	6	3	-7	6
O=C(COC(=O)c1n[nH]c2ccccc12)c1cccc(Br)c1	-0.1	-4	-3	1	-1	-14	-3	4	2	4
COc1ccccc1NC(=O)NC1CCS(=O)(=O)C1 (stereo not given)	0.2	3	-2	4	-3	-5	-3	2	-11	2
CC(C)(C)OC(=O)N1CCC[C@H]1C(=O)NCC1CCC(C(=O)O)CC1 (stereo not given in full)	-0.8	-1	0	2	3	4	-1	1	-2	-1

# Brought forward from above: two entries; new compounds follow.
mol	proKLK7 act	TCR CD3 inh	PRMT1 inh	DDE Tn6 FP inh	MBD2 DNA inh	SIAE inh	DDE Tn7 FP inh	UHRF1 MBD2 ctr	TDP2 inh	LEDGF integ inh
COc1ccccc1NC(=O)NC1CCS(=O)(=O)C1 (stereo not given)	0.2	3	-2	4	-3	-5	-3	2	-11	2
CC(C)(C)OC(=O)N1CCC[C@H]1C(=O)NCC1CCC(C(=O)O)CC1 (stereo not given in full)	-0.8	-1	0	2	3	4	-1	1	-2	-1
CC(C)c1ccc(N(CC(=O)NC2CCCC2)C(=O)CCC(=O)Nc2nccs2)cc1	-0.2	3	-2	-1	0	6	0	-2	4	0
COC(=O)C1(O)CC(CC(C)C)=NN1C(=O)c1ccccc1 (stereo not given)	-0.1	-3	-2	-6	0	0	-3	-2	-3	2
CC(C)OC(=O)c1ccc(COc2ccc3ccc(=O)oc3c2)o1	-0.1	-1	4	3	0	-3	-4	1	1	-1
COc1ccccc1N1CCN(S(=O)(=O)c2ccc3c(c2)n(C)c(=O)c(=O)n3C)CC1	-0.2	x	-1	3	5	0	-4	-1	-4	4
Cc1cc(OCC(=O)NCCO)ccc1Cl	0.1	-4	1	0	-3	8	7	0	2	-2
COc1ccccc1CNC(=O)CSc1ccccc1	-0.3	-8	3	9	-1	3	3	3	2	-7
Cc1ccccc1CN(C)C[C@H]1OCc2cnnn2CCCC(=O)N([C@@H](C)CO)C[C@@H]1C	-0.3	1	-4	0	2	2	0	3	-6	4
Nc1ccccc1Nc1nc2ccccc2[nH]1	-0.9	6	4	-8	-1	6	2	1	2	1
CCC(C(=O)Nc1cccc(C(=O)O)c1C)c1ccccc1 (stereo not given)	-0.3	-11	2	1	2	-3	-3	6	0	0
O=C(c1ccccc1)N1CCN(C(=O)c2ccccc2)c2ccccc21	-0.4	0	10	8	8	-1	-3	2	-7	-7
O=CN1CCN(c2c([N+](=O)[O-])c(=O)oc3ccccc23)CC1	-0.4	12	-3	2	-2	9	-5	1	6	5
O=C1c2nccnc2C(=O)N1c1ccc(F)cc1	0.1	4	0	9	1	1	3	-2	2	-5
CCCCC(CC)C(=O)NCCc1ccc(S(N)(=O)=O)cc1 (stereo not given)	-0.1	-2	3	-7	3	-5	-4	3	7	-2
N#C/C(=C(/O)c1ccc(Cl)cc1)c1nc2ccccc2[nH]1	-0.5	0	1	7	0	1	5	0	-1	-1
COc1ccc(CCNC(=O)CNS(=O)(=O)c2ccc(Br)cc2)cc1	-0.9	-7	1	-2	0	0	-2	2	-6	-3
COC(=O)C1(C(F)(F)F)C2C=CC(C2)N1S(=O)(=O)c1ccc(C)cc1 (stereo not given)	-0.5	0	2	-1	2	-5	-1	-1	-4	-1
COc1ccc(-n2c(Cc3cccn3C)nnc2SCC(=O)NC2CCCC2)cc1	0.8	-2	0	-2	-2	2	-6	4	-6	3
O=C(c1coc(=O)c(Br)c1)N1CCOCC1	-5.9	5	-3	18*	-2	-4	3	-2	-6	0
Cc1ccccc1C(=O)n1ccc2ccc(-c3ccc4ccn(Cc5ccccc5)c4c3)cc21	-1.7	x	3	8	-4	0	9	0	3	-1
CC1(C(=O)O)C=CC2(CCCCC2)N1C(=O)c1ccccc1 (stereo not given)	0.2	-2	-1	-2	-1	1	4	-2	2	3
CCCc1[nH]c2ccc(C(=O)OC)cc2c1CCC	0.8	4	-1	3	-1	9	3	-5	-6	-4
COCCn1c(SCC(=O)Nc2cccc(OC)c2)nc2c(oc3ccccc32)c1=O	-0.1	-6	3	-1	-1	-5	6	3	-4	5
CCCCOC(=O)c1cc(C)nc2ccc(Br)cc12	0.0	7	-1	-2	1	-6	0	2	-3	-6
O=C1C(C=NCc2ccco2)=C(O)c2ccccc21	0.3	-3	11	7	-3	2	1	-4	-5	0
CCOC(=O)COc1ccc(S(=O)(=O)Nc2ccc(C)cc2)cc1	-0.2	-3	1	-3	2	4	1	0	-3	3
Cc1c(NS(=O)(=O)c2cccc(C(=O)OCC(=O)c3ccc(Cl)cc3)c2)c(=O)n(-c2ccccc2)n1C	0.8	0	2	12	0	-1	8	4	-7	-2
COCCn1c(Cc2ccccc2)nnc1SCC(=O)N1CCOCC1	0.5	0	1	1	-2	-60	3	4	-5	-4
CCN(CC)CCNC(=O)c1cn(CC)c2ccc(S(=O)(=O)N(C)C)cc2c1=O	-0.1	-7	2	0	4	-5	-1	3	5	-2
CC(C)(C)c1ccc(C(=O)c2c[nH]c(C(=O)NCc3cccnc3)c2)cc1	0.4	6	-2	0	0	4	-2	1	3	1
OC(c1cccc(F)c1)c1ncc(-c2ccc(C(F)(F)F)cc2)[nH]1 (stereo not given)	0.2	9	-2	5	-2	-1	-5	-3	1	-3
CCN(CC)C1CCN(Cc2cn[nH]c2-c2ccc(OC)c(F)c2)C1 (stereo not given)	0.3	6	1	10	1	4	11	-1	11	-2
Cc1onc(C(=O)N2CCN(c3ccccc3)CC2)c1[N+](=O)[O-]	-0.1	-2	2	0	-2	3	6	1	1	-3
CC(Oc1ccccc1)C(=O)NN1Cc2ccccc2C1=N (stereo not given)	0.5	3	1	5	0	-3	-5	-2	6	4
CCCCc1nc(NCCNC(=O)c2ccco2)c(C#N)c2c1CSC(C)(C)C2	0.2	0	11	-5	3	-4	0	-1	3	2
O=C(NCC1CCCO1)c1cc2ccccc2[nH]1 (stereo not given)	0.3	7	2	5	4	-1	-1	-1	-2	-2
O=C(NCc1ccccc1)C(c1ccncc1)n1c(=O)c(-c2cc3ccccc3[nH]2)nc2ccccc21 (stereo not given)	-17	-4	0	-5	2	2	0	-3	0	-6
CCSc1nc2c(sc3ccccc32)c(=O)n1C(C)C	-0.5	2	0	8	0	6	4	0	-3	-3
COC(=O)CCN1CCN(S(=O)(=O)c2ccccc2Br)CC1	-0.4	2	0	0	-3	3	-4	-1	24	5
c1ccc(CNCc2ccc(CNCc3ccccc3)cc2)cc1	-0.1	-4	-1	-2	3	0	7	-3	11	-2
CCOc1ccc(Br)cc1S(=O)(=O)Nc1ccc(N2CCOCC2)cc1	-0.1	3	1	2	-9	5	3	-2	4	0
CN1CCN(CC#CCC(O)(c2ccccc2)c2ccccc2)CC1	0.0	3	3	0	6	-5	10	9	-9	0
Cc1cccc(NC(=S)N2CCC(NC(=O)c3cccc(F)c3)CC2)c1	-0.6	-1	-4	3	-3	6	8	-3	8	1
COc1cc(C(=O)OCC(=O)Nc2cccc(S(=O)(=O)N3CCCC3)c2)ccc1OCC(C)C	0.0	3	0	0	-3	-29	2	-3	12	1
Cc1ccc(C)c(CN2C(=O)NC3(CCCCCC3)C2=O)c1	0.0	-3	2	-8	1	3	-6	0	8	-3
Cc1ccccc1-n1ncc2c1CC(C)(C)CC2NC(=O)CCN1Cc2ccccc2C1=O (stereo not given)	0.1	5	1	6	-7	-2	7	-2	9	0
OCCCn1c(C(CO)Nc2nc(-c3ccc(Cl)cc3)cs2)nc2ccccc21 (stereo not given)	0.4	-8	4	-1	2	4	-5	0	-8	1
CS(=O)(=O)c1ccc(C(=O)OCC(=O)NC(=O)Cc2ccccc2)cc1	1.0	-1	3	-2	5	3	5	3	-1	-5
O=C(COc1ccc(S(=O)(=O)NCCc2ccccc2)cc1)N1CCCC1	0.0	-10	2	4	7	6	7	1	0	5
NC(=O)c1ccc(NC(=O)c2ccccc2S(=O)(=O)c2ccccc2[N+](=O)[O-])cc1	-0.5	7	0	9	-1	-1	5	-1	-2	-2
